Tau fil binding: binds recombinant human tau filaments | AID 596 | recombinant tau filaments, thioflavin S fluorescence, 15 h; filaments grown with octadecylsulfate alongside compound | hit rate 2% among 71,000 | Potency, µM (top dose mostly 57.1 µM), for the others: at the highest dose activity change, negative = inhibition;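 also: potency is read from the fitted curve at half-maximal effect; % is scaled to controls: 0 for no effect and ±100 for the full control effect; actives lower thioflavin S fluorescence by blocking filaments or displacing dye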
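Tau 2 uM in ThS buffer dispensed; compound added; 60 uM ODS added (finals 1 uM tau, 30 uM ODS); 15 h 37 C; fluor ex450/em510.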
ERK AVP block: inhibitors of vasopressin-stimulated ERK signaling pathway | Potency, µM (top dose mostly 57.5 µM), inactives show top-dose activity, negative = inhibition, usual class: inhibitors | hit rate 0.99% among 72,000 | HEK293-V1b, vasopressin-stimulated pERK AlphaScreen; also: potency is read from the fitted curve at half-maximal effect; % is scaled to controls: 0 for no effect and ±100 for the full control effect; nearly all actives have a fitted effect of over 55% in size
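Overnight-seeded V1b-HEK293 cells in 1% FBS got compound, then vasopressin (25 nM final, 5 min, 37C), then lysis buffer. AlphaScreen detection of phospho-ERK; activity normalized to basal and full-stimulation controls.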
FLuc inh: firefly luciferase inhibition; P08659; purified firefly luciferase, luminescence, 8 min; Potency, µM (doses to about 57.1 µM), without a hit: top-dose activity change, negative = inhibition, actives largely listed as inhibitors; hit rate 2.2% among 72,000; AID 411; also: potency is read from the fitted curve at half-maximal effect; % is scaled to controls: 0 for no effect and ±100 for the full control effect; nearly all actives have a fitted effect of over 40% in size
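Compounds were tested as concentration series (qHTS) against purified P. pyralis luciferase with luciferin and 10 uM ATP in 50 mM imidazole pH 7.2, 50 mM KCl, 7 mM MgCl2, 0.01% Tween 20, 0.05% BSA. Luminescence was read after 8 min at ambient temperature.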
Rhodamine autofl: compound autofluorescence in rhodamine spectral region | Rhodamine-region fluorescence, 547/598 nm, Tris buffer; hits give high values | max dye-equivalent concentration, M | hit rate 0.05% among 59,000; in the data active = max dye-equivalent concentration above about 11 nM; inconclusive = between about 1.1 nM and that limit
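Read-out is relative fluorescence at 547 nm excitation and 598 nm emission, expressed as dye-equivalent concentration using rhodamine standards on every plate. Each compound was profiled across a concentration series after 15 min in 100 mM Tris, pH 8.0.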
HBB splice mod: alters splicing of the hemoglobin beta chain; HBB splicing reporter cell assay, activation; EGFP reporter with mutant IVS2-654 intron; response scale: normalised to 500 nM splice-correcting PNA; Potency, µM (doses to about 46.1 µM), for inactives: at the top dose activation, actives largely listed as activators; hit rate 0.06% among 65,000; AID 925; also: potency is read from the fitted curve at half-maximal effect; 0% is about no effect
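HeLa cells stably expressing EGFP interrupted by mutant beta-globin intron 2 (IVS2-654), 500/well in 2% FCS. Treated with compound for 2 days at 37C. Splicing correction scored as total well GFP intensity (488 nm excitation, 500-520 nm emission); 500 nM antisense PNA served as control.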
TexasRed autofl: compound fluoresces in the Texas Red spectral region; Compound fluorescence, Texas Red channel, 547/618 nm; hits give high values; max dye-equivalent concentration, M; AID 587; hit rate 0.06% among 59,000; in the data active = max dye-equivalent concentration above about 10 nM; inconclusive = between about 1.1 nM and that limit
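Compound fluorescence was read after 15 min at room temperature in 100 mM Tris, pH 8.0, using 547 nm excitation and 618 nm emission across a concentration series. It was expressed as Texas Red dye-equivalent concentration from an on-plate standard curve.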
HADH2 inhib: inhibitors of human HADH2 dehydrogenase; recombinant HADH2, NADH fluorescence, beta-hydroxybutyryl-CoA; Potency, µM (top dose mostly 57.1 µM), for the others: top-dose activity change, negative = inhibition, actives largely listed as inhibitors; hit rate 3.4% among 73,000; AID 886; also: potency is read from the fitted curve at half-maximal effect; % is scaled to controls: 0 for no effect and ±100 for the full control effect; nearly all actives have a fitted effect of over 60% in size; many of its hits are not listed in these tables
Target sequence (Q99714 whole entry, looked up, one chain of several): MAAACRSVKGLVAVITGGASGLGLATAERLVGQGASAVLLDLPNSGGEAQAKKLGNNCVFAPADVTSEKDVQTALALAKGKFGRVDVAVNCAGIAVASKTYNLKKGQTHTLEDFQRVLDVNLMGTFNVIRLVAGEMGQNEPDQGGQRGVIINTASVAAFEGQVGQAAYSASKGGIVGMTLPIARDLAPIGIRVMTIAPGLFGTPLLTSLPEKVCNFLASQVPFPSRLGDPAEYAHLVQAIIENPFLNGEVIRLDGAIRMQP
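Buffer 100 mM Tris-HCl pH 9.0/0.01% Tween-20; HADH2 20 nM; NAD+ 1 mM; beta-hydroxybutyryl-CoA 90 uM (all final). 15 min cpd preincubation, RT.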
ALOX15 inhib: 15-hLO (ALOX15) enzyme inhibition. P16050. purified 15hLO-1, xylenol orange hydroperoxide absorbance. Potency, µM (doses to about 57.1 µM), without a hit: at the top dose activity change, negative = inhibition, hits mostly inhibitors. hit rate 1.4% among 74,000. AID 887; also: potency is read from the fitted curve at half-maximal effect; % is scaled to controls: 0 for no effect and ±100 for the full control effect; nearly all actives have a fitted effect of over 55% in size
Target sequence (P16050 whole entry, looked up): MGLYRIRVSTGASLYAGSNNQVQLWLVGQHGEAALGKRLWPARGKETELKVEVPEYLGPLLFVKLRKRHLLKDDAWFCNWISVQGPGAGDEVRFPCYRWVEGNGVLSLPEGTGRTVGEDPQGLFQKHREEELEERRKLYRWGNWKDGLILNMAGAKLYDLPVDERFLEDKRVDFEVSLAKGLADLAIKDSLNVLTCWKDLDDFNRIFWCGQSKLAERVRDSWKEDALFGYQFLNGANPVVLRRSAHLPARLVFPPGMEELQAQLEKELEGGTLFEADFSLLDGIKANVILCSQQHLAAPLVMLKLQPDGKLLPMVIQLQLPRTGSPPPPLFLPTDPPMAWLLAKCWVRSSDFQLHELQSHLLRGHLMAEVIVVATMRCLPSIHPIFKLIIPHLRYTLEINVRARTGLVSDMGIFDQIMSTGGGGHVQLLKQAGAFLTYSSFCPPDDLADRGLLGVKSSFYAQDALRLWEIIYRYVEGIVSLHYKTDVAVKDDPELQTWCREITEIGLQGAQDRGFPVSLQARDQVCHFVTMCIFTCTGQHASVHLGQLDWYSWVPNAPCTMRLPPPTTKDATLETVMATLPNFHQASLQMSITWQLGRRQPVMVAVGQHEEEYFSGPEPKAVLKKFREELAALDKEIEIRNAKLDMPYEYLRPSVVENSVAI
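40 nM 15hLO-1 + cpd, 15 min RT; start w/ 50 uM AA (final), 6 min RT; stop/detect w/ 200 uM XO + 300 uM Fe(II) in 50 mM H2SO4, 30 min; A573/A405. Buffer 25 mM Hepes pH 7.5, 0.01% Triton X-100. No-enzyme wells as negative control.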
Hsp90 Hop PPI: changes Hsp90-Hop TPR2A binding signal, up or down; hit rate 0.44% among 71,000; Potency, µM (top dose mostly 57 µM), inactives show at the top dose activity change, negative = inhibition; AlphaScreen TPR2A-His6 binding biotin-Hsp90 C-terminal peptide; active = well fitted curve in either direction with a large enough effect; inconclusive = small, poorly fitted or top-dose-only effect, or another doubt; also: potency is read from the fitted curve at half-maximal effect; % is scaled to controls: 0 for no effect and ±100 for the full control effect; many of its hits are not listed in these tables
Pol III holo inh: blocks replication by bacterial DNA polymerase III holoenzyme. reconstituted DNA polymerase III holoenzyme replication, biochemical. Potency, µM (series often up to 57.1 µM), without a hit: at the top dose activity change, negative = inhibition. hit rate 0.25% among 71,000; also: potency is read from the fitted curve at half-maximal effect; % is scaled to controls: 0 for no effect and ±100 for the full control effect
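Reconstituted *E. coli* holoenzyme (0.35 nM Pol III, 1 nM beta, 154 nM SSB, 2 nM primase) was preincubated with compound for 15 min at RT. Synthesis on 1.4 nM ssM13Gori ran 35 min, then was stopped with PicoGreen/EDTA and read as dsDNA fluorescence.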
CRE-bla Fsk: CRE-bla signaling modulation under forskolin stimulation. CHO CRE-bla reporter (cAMP response element driving beta-lactamase), forskolin EC10, beta-lactamase ratio. Potency, µM (highest dose often 38.2 µM), for the others: at the top dose activity change, negative = inhibition, most hits filed as activators. hit rate 2.5% among 71,000; active = well fitted activation curve with a large enough effect in the signal ratio, with a control signal flat, not every such curve was filed as active; inconclusive = small, poorly fitted or top-dose-only effect, or effect the other way, or a change in a side signal; the % refers to the signal ratio; also: potency is read from the fitted curve at half-maximal effect; % of control where 0% means no effect
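CRE-bla CHO reporter cells treated with compound titration plus EC10 NKH 477 (water-soluble forskolin), incubated 3 h at 37 °C; CCF4 loading 2 h at room temperature, 460/530 nm emission ratio read, AC50 values derived for positive or negative modulators.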
* marks the source's active call; other numbers are inactive results; i = inactive; ? = inconclusive; . = not tested or not shown; [ ] = remark or other dose. Unless noted, calls follow the shape of the dose curve; as a rule, active = well fitted curve in the direction sought with a large enough effect; inconclusive = small, poorly fitted or top-dose-only effect, or another doubt; inactive = no such curve, though single readings can be large; an effect the other way counts as inactive or inconclusive. An excerpt; rates above refer to the full screens.

Second line of a record: Tau fil binding, ERK AVP block, FLuc inh, Rhodamine autofl, HBB splice mod, TexasRed autofl, HADH2 inhib, ALOX15 inhib, Hsp90 Hop PPI, Pol III holo inh, CRE-bla Fsk
> Cc1ccc(Nc2nc(N)nc(CC#N)n2)cc1
    -15%, -11%, ?, i, 2.8%, i, 4%, -4%, -4%, -1%, 3%
> O=C(CN1C(=O)C2(OCCCO2)c2ccccc21)NCc1ccccc1
    -3%, 3%, -1%, i, -1.9%[1.84 µM], i, 18%, -9%, 1%, -12%, -4%
> C=CCn1c(SCc2ccccc2)nnc1-c1cccnc1
    10%, 0%, 1%, i, -0.8%, ?, 4%, 5%, 0%, 2%, -6%
> CC(=O)Nc1ccc(NC(=O)c2ccccc2F)cc1
    1%[11.4 µM], -12%, -7%, ., -1.8%[0.0738 µM], ., 3%[11.4 µM], 8%[11.4 µM], -9%[11 µM], -3%[11.4 µM], ?
> Cc1ccc(C)c(NS(=O)(=O)c2ccc(NC(=O)c3ccco3)cc2)c1
    189%, 8%, 4%, i, ., i, 1%, ?, -8%, -2%, 22%
> Cc1cc(=O)[nH]c(Nc2ccc(C(=O)OC(C)C)cc2)n1
    -8%, ?, -8%, i, 1.5%, i, 8%, -4%, -5%, -1%, -9%
> CN1CCN(C(=O)c2cn(C)c3ccc(S(=O)(=O)N(C)C4CCCCC4)cc3c2=O)CC1
    -1%, 7%, 0%, ., 0.3%, ., -5%, 1%, -2%[2.3 µM], -7%, -10%
> CCOc1nc(-c2ccccc2)ccc1-c1noc(-c2ccncc2)n1
    8%, 0%, 1%, i, -0.2%, i, -8%, -4%, 2%, -3%, -2%
> COc1ccc(CCNC(=O)CSCc2n[nH]c(=O)[nH]2)cc1OC
    -12%, 11%, 0%, i, -0.2%, i, 4%, 5%, ?, 1%, -9%
> S=c1[nH]nc(-c2cccnc2)o1
    -7%, -11%, 3%, i, -4.5%[57.5 µM], i, ?, -9%, -2%, 0%, 7%
> COCCNC(=O)C1CCC(Cn2c(=S)[nH]c3ccccc3c2=O)CC1 (stereo not given)
    -3%, -12%, 3%, i, 0.8%, i, -29%, -2%, -2%, -5%, -3%
> O=C(OCC(=O)N1CCN(c2ccccc2)CC1)c1ccccn1
    13%, 1%, 1%, i, 0.4%[57.5 µM], i, -11%, 6%, -4%, 0%, -3%
> CC(=O)c1cccc(NC(=O)N2CCCC2C(=O)Nc2c(C)cccc2C)c1 (stereo not given)
    2%, -3%, 1%, i, -0.1%[57.5 µM], i, -8%, 3%, -2%, 0%, -4%
> C=CCn1c(CCCNC(=O)C(C)(C)C)nc2ccccc21
    0%, ., 1%, ., 0.0%, ., 2%, 7%, 4%, -6%, 3%
> O=C(c1ccccc1)N1CCN(Cc2c[nH]c3ccccc23)CC1
    4%, 12%, 0%, i, -1.9%, ?, -1%, -4%, -4%, -10%, 3%
> Cc1occc1C(=O)Nc1ccc2c(c1)OCO2
    -6%, 2%, ?, i, -0.2%, i, -21%, 3%, -4%, -1%, ?
> Cc1cc(C)nc(Nc2ncc(O)n2-c2ccc(C)c(Cl)c2)n1
    -1%, 1%, -1%, i, 0.2%, i, 5%, 3%, -2%, -9%, 9%
> O=c1[nH]c(N2CCc3ccccc3C2)nc2c1CCC2
    4%, -2%, -1%, i, -1.3%, i, 4%, 20%, ?, -3%, 15%
> O=C(O)/C=C1\NC(=O)c2ccccc21
    4%, -13%, 1%, ., -0.3%, ., -3%, 0%, -1%, -3%, -5%
> COc1ccc(S(=O)(=O)Cc2ccc(C(=O)NC3CCCC3)o2)cc1
    6%, -26%, -1%, ., -1.3%, ., 4%, 1%, -3%[2.3 µM], 0%, -1%
> COc1ccc(N(CC(=O)NC2CCCC2)C(=O)Cn2nnc(-c3ccc(F)cc3)n2)cc1OC
    39%, -4%, -1%, i, -0.2%[57.5 µM], ?, 4%, 4%, 0%, -4%, ?
> N#Cc1nc(Cc2cccc3ccccc23)oc1N1CCCCC1
    14%, 1%, 2%, i, -1.4%, i, 1%, -5%, -5%, -4%, -3%
> O=C(O)Cc1nc2nc3c(c(=O)n2[nH]1)CCCC3
    3%, -5%, 0%, i, -0.1%, i, 4%, 0%, 1%, -5%, -4%
> O=C(c1ccc(N2CCNCC2)cc1)c1cccnc1
    -12%, 6%, 0%, i, 1.7%, i, -4%, -4%, -7%, -4%, ?
> O=C(CC(c1ccccc1)c1ccccc1O)NCCN1CCOCC1 (stereo not given)
    -1%, -3%, 2%, i, ., i, -1%, 12%, 0%, -2%, -3%
> CCOC(=O)c1c(C)n(C)c2ccc(OCC(O)CN3CCC(C)CC3)cc12 (stereo not given)
    67%, -10%, 1%, ., -1.4%, ., -2%, -6%, -3%, -11%, 21%
> COc1cc(OC)c(Cl)cc1N
    ?, -12%, -1%, ., -0.3%, ., -17%, 5%, -12%, -1%, 0%
> Cc1ccc(CNC(=O)c2cn(C3CCCC3)c(=O)c3c2c2ccccc2n3C)o1
    38%, ?, -2%, i, -0.9%, i, 28%, ?, -2%, -6%, ?
> Cc1ccc(C)c(NS(=O)(=O)c2cc(Br)cnc2N)c1
    -3%, 17%, 1%, i, -1.1%, ?, -8%, -18%, 4%, 5%, 0%
> O=C(Nc1ccccc1)N1CCSCC1
    -8%, 2%, -4%, i, -2.9%, i, 0%, 5%, -10%, -5%, ?
> COc1cccc(NC(=O)CNC(C)CCC(C)C)c1 (stereo not given)
    20µM*, 2%, 4%, i, -2.0%, ?, 6%, -6%, -1%, -8%, -18%
> CC(=O)OC[C@@H]1O[C@@H](O/N=C2/C[C@@H](O)[C@@H](O)[C@@H]3[C@@H]4C(=O)N([C@@H](C)c5ccccc5)C(=O)[C@H]4CC[C@@H]23)[C@H](OC(C)=O)[C@H](OC(C)=O)[C@@H]1OC(C)=O
    ., -1%[11.5 µM], 1%[11.4 µM], ., -0.4%[9.22 µM], ., -1%[11.4 µM], 16%[11.4 µM], ., ., .
> Cc1cc(C)cc(OCC(=O)N(Cc2cccs2)C2CCS(=O)(=O)C2)c1 (stereo not given)
    -11%, -5%, 3%, i, -1.3%[57.5 µM], ?, 17%, -1%, -4%, -3%, 2%
> COC(=O)c1ccccc1NC(=O)c1ccc(-c2ccccc2F)o1
    1%, -24%, 1%, i, -1.1%, ?, 13µM*, -4%, 2%, -4%, 5%
> Cc1c(NC(=O)c2cccc(S(=O)(=O)N3CCOCC3)c2)c(=O)n(-c2ccccc2)n1C
    8%, -9%, -29%, i, -1.6%, ?, 3%, 7%, -1%, -2%, -1%
> Cc1oc2c(c(=O)c1C)C(=O)CC(c1ccccc1)C2 (stereo not given)
    9%, -5%, 1%, ., 1.4%, ., -2%, -4%, -3%, 4%, -7%
> CC(=O)NCN1CCN(CNC(C)=O)CC1
    -8%, -14%, 4%, ., 2.5%, ., -5%, -16%, 2%, 0%, 1%
> CCOC(=O)c1c(C)[nH]c(C(=O)CN2C(=O)NC(CC)(c3ccccc3)C2=O)c1C (stereo not given)
    3%, -3%, -35%, i, 1.8%, ?, -10%, -5%, -5%, -6%, ?
> O=c1n(Cc2cc3c(cc2Cl)OCO3)c(=O)n2n1CC[C@H]1/C(=N\OC[C@@H](O)COCc3ccco3)[C@H]3O[C@@H]3[C@@H](O)[C@@H]12
    ., 13%[11.5 µM], 0%[11.4 µM], ., 1.6%[9.22 µM], ., 10%[11.4 µM], 9%[11.4 µM], ., ., .
> COc1cccc(C2=NOC(C(=O)N3CCOCC3)C2)c1 (stereo not given)
    -3%, 19%, -16%, i, -0.8%, i, 0%, 5%, -3%, 4%, ?
> COc1ccc(OC)c(N2C(=O)[C@@H]3C(c4ccccc4Cl)=NO[C@@H]3C2=O)c1
    ?, -6%, -1%, i, 1.8%[57.5 µM], ?, ?, -24%, -12%, 32µM*, 6%
> Cn1nnnc1SCC(=O)N1CCN(c2ccc(Cl)cc2)CC1
    -1%, -11%, 2%, i, -0.5%, i, 8%, -1%, -7%, -5%, -7%
> Cc1ccc(C)n1-c1ccc2c(c1)COC2=O
    -1%, 22%, -1%, i, -0.7%, i, -6%, -2%, -7%, -1%, ?
> O=C(c1cccc(S(=O)(=O)N2CCOCC2)c1)N1CCCCCC1
    2%, -21%, 1%, i, -0.1%, ?, 2%, 5%, -3%, -5%, ?

Screens (PubChem BioAssay)
